Compound activity: PubChem BioAssay, several laboratories
OX1R antag – antagonists of human orexin 1 receptor (OX1R); inhibition, % at 6.6 µM; 330,000 tested, 1.8% active; OX1R-expressing cells, FRET antagonist read-out; AID 485270, 2010; Orexin/Hypocretin receptor type 1 (Homo sapiens), O43613; in the data active means inhibition mostly above about 38%, no sharp cut-off; inactive means mostly below about 40%;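 further: 0% = agonist challenge alone and 100% = reference antagonist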
Target sequence (O43613 whole entry, looked up): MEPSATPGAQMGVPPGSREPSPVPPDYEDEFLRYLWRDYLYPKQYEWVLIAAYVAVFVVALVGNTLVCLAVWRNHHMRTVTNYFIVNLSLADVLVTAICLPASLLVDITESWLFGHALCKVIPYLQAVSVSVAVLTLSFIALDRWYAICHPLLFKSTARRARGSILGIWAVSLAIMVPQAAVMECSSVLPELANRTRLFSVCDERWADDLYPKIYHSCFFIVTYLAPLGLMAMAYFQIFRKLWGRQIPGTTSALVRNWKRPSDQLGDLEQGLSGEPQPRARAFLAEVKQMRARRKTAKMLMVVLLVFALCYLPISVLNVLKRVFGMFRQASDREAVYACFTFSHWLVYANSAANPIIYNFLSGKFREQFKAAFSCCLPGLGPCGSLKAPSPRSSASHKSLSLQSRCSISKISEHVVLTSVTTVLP
STK33 kinase inh – inhibitors of purified STK33 kinase, primary screen, biochemical, ADP-Glo luminescence, homogeneous, cell-free; MBP phosphorylation; 320,000 tested, 0.073% active; inhibition, % at 10 µM; AID 2661, 2010;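 active means inhibition at or above 25%, using the most active replicate where run in duplicate; inactive means inhibition below 25%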
Target sequence (Q9BYT3 whole entry, looked up): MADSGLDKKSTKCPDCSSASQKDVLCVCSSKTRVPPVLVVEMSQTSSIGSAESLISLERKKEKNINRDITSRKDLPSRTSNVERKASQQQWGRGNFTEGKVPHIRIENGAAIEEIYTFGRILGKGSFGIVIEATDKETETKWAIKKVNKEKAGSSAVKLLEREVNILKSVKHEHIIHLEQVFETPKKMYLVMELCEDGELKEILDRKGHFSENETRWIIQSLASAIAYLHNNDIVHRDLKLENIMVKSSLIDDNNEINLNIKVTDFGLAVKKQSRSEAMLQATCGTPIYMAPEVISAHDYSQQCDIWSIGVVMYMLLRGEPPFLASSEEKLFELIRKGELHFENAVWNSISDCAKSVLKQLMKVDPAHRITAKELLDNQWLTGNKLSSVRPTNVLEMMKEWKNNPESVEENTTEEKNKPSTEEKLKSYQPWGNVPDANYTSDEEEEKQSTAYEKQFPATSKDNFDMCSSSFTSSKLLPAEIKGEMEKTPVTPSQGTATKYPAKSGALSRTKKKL
Numbers without * were called inactive; & = joins results of further samples.

What do the screens show for `Cc1ccn(CC(=O)N2N=C(C(F)F)CC2(O)C(F)F)n1` (configuration not stated)?
OX1R antag: -1; STK33 kinase inh: -0.6

What do the screens show for `O=C(c1ccc(S(=O)(=O)c2ccccc2Cl)c([N+](=O)[O-])c1)N1CCCCCC1`?
OX1R antag: 13; STK33 kinase inh: -1.7

Results for O=C(Nc1ccc(S(=O)(=O)NCc2ccccc2)cc1)Nc1ccc2c(c1)OCO2 ?
OX1R antag: 8; STK33 kinase inh: -0.2

What do the screens show for `Cc1ccccc1S(=O)(=O)c1c(C)cc(C)n(C)c1=O`?
OX1R antag: 15; STK33 kinase inh: 1.7

How did Cc1cc(C)c2c(n1)nn1c(C)c(CCC(=O)NCc3ccco3)c(C)nc21 do in these assays?
OX1R antag: 18; STK33 kinase inh: -2.1

Results for Cc1ccc(NC2=CC(=O)CC(c3ccco3)C2)c(N)c1 (configuration not stated) ?
OX1R antag: 11; STK33 kinase inh: -1.5

Results for COC(=O)CCc1c(C)c(C(=O)c2cc(OC)c(OC)c(OC)c2)c2ccccn12 ?
OX1R antag: 10; STK33 kinase inh: -1.0

Results for COc1ccc(NS(=O)(=O)c2ccc(C)c(NC(=O)CN3C(=O)NC4(CCCC4)C3=O)c2)cc1 ?
OX1R antag: -2; STK33 kinase inh: 15

What do the screens show for `N#C/C(=C\c1ccc(Cl)cc1)C(=O)NC1CC1`?
OX1R antag: 7; STK33 kinase inh: -2.2

What do the screens show for `COc1ccc(C(=O)NC(=S)Nc2ccc(Cl)cn2)cc1OC`?
OX1R antag: 28; STK33 kinase inh: -1.3

What do the screens show for `[O-][n+]1onc2c1C(N1CCOCC1)CCC2N1CCOCC1` (configuration not stated)?
OX1R antag: 2; STK33 kinase inh: -0.7

Results for CCn1c(SCC(=O)Nc2cccc(OC)c2)nc2c(c1=O)SCC2 ?
OX1R antag: 16; STK33 kinase inh: -2.6

Results for Nc1cccc2c1C(=O)N(C(=O)/C=C/c1cccc(F)c1)C2=O ?
OX1R antag: 30; STK33 kinase inh: -0.4

How did Cc1ccc(NC(=O)C2CCN(S(=O)(=O)c3c(C)noc3C)CC2)cc1C do in these assays?
OX1R antag: 18; STK33 kinase inh: -1.9

How did COc1cccc(-n2c(-c3cccc(S(=O)(=O)N(C)C)c3)n[nH]c2=S)c1 do in these assays?
OX1R antag: 5; STK33 kinase inh: 0.8

Overlap with the part before: 3 entries; new compounds follow.
Results for Nc1cccc2c1C(=O)N(C(=O)/C=C/c1cccc(F)c1)C2=O ?
OX1R antag: 30; STK33 kinase inh: -0.4

How did Cc1ccc(NC(=O)C2CCN(S(=O)(=O)c3c(C)noc3C)CC2)cc1C do in these assays?
OX1R antag: 18; STK33 kinase inh: -1.9

How did COc1cccc(-n2c(-c3cccc(S(=O)(=O)N(C)C)c3)n[nH]c2=S)c1 do in these assays?
OX1R antag: 5; STK33 kinase inh: 0.8

What do the screens show for `COCC(C)NC(=O)CSc1ncnc2sc(-c3ccccc3)cc12` (configuration not stated)?
OX1R antag: 25; STK33 kinase inh: -2.0

Results for Cc1cccc(N2CCN(C(=O)c3ccc4nccnc4c3)CC2C)c1 (configuration not stated) ?
OX1R antag: 10; STK33 kinase inh: -0.8

How did NC(=O)NC(Cc1ccccc1)C(=O)Nc1ccc(S(N)(=O)=O)cc1 (configuration not stated) do in these assays?
OX1R antag: 12; STK33 kinase inh: -0.2

What do the screens show for `CN(C)c1ccc(C(C(=O)NCC2CCCO2)N(C(=O)c2snc(C(N)=O)c2N)c2ccc3c(c2)OCO3)cc1` (configuration not stated)?
OX1R antag: 32; STK33 kinase inh: -2.2

How did CC(=O)C[C@@H](O)CC(=O)[C@@H]1OC(=O)[C@H](C)C/C=C\Cc2ccccc21 do in these assays?
OX1R antag: 10; STK33 kinase inh: -0.1

What do the screens show for `CCOC(=O)CC(=O)COc1nc2cc3c(nc2o1)CCCC3`?
OX1R antag: 7; STK33 kinase inh: -2.9

What do the screens show for `COCC(=O)N(Cc1nc2ccccc2c(=O)[nH]1)Cc1cccs1`?
OX1R antag: 8; STK33 kinase inh: -1.3

Results for C/C(N)=C(/C#N)C(=O)CSc1nnc(-c2ccccc2Br)o1 ?
OX1R antag: 13; STK33 kinase inh: -0.7

What do the screens show for `O=C1CN(C(=O)COc2ccc(Cl)cc2Cl)c2ccccc2N1`?
OX1R antag: 5; STK33 kinase inh: -0.1

Results for COc1ccccc1N1CCN(CC(O)COc2ccc(S(=O)(=O)N3CCOCC3)cc2)CC1 (configuration not stated) ?
OX1R antag: 9; STK33 kinase inh: -2.2

How did CC(C)Oc1ccc(CNC(=O)CCC(=O)N2CC(C)Sc3ccccc32)cc1 (configuration not stated) do in these assays?
OX1R antag: 8; STK33 kinase inh: -1.7

What do the screens show for `COC(=O)Cc1ccc(NC(=O)c2cccs2)cc1`?
OX1R antag: 11; STK33 kinase inh: -1.0

How did CN(C)S(=O)(=O)c1ccc(N2CCCC2)c(C(=O)Nc2nc(-c3ccc(F)cc3)cs2)c1 do in these assays?
OX1R antag: 9; STK33 kinase inh: 1.8

Results for COc1ccc2nc(NC(=O)CCNC(=O)c3ccccc3Cl)sc2c1 ?
OX1R antag: 21; STK33 kinase inh: 3.5

What do the screens show for `O=C(CN(C(=O)c1csnn1)c1cccc2ccccc12)NCc1ccc(F)cc1`?
OX1R antag: 16; STK33 kinase inh: -1.0

Results for COc1ccc(C(=O)CSc2nccn2C)cc1 ?
OX1R antag: 16; STK33 kinase inh: -2.1

Results for O=C(COC(=O)c1c2c(nc3ccccc13)CCN(Cc1ccccc1)C2)Nc1c(F)cccc1F ?
OX1R antag: 43; STK33 kinase inh: 0.0

How did CCCn1cnc2cc(NCc3ccc(Br)cc3)ccc21 do in these assays?
OX1R antag: -4; STK33 kinase inh: -0.9

How did Cc1c(CC(=O)O)c(=O)oc2cc(OCc3ccc(Cl)cc3)ccc12 do in these assays?
OX1R antag: 10; STK33 kinase inh: 0.3

How did O=C(Cc1ccc(Cl)cc1)NCc1nc(-c2ccccc2)no1 do in these assays?
OX1R antag: 24; STK33 kinase inh: -1.2

How did COC(=O)c1ccc(CNC(=O)COC(=O)Cc2ccsc2)cc1 do in these assays?
OX1R antag: 25; STK33 kinase inh: -0.1

What do the screens show for `CCC(Oc1ccccc1)C(=O)NCc1ccc(S(N)(=O)=O)cc1` (configuration not stated)?
OX1R antag: 17; STK33 kinase inh: 1.3

Results for OCCC1CN(Cc2cnc(-c3ccccc3)s2)CCN1C1CCCCC1 (configuration not stated) ?
OX1R antag: 13; STK33 kinase inh: 0.2

What do the screens show for `Cc1cc(C)nc(SCC(=O)c2ccc(C)c(C)c2)n1`?
OX1R antag: 17; STK33 kinase inh: -2.6

How did O=[N+]([O-])c1cccc(-c2ccc(C(=S)N3CCOCC3)o2)c1 do in these assays?
OX1R antag: 18; STK33 kinase inh: -1.3

What do the screens show for `CCCCn1c(N)c(N(CCC(C)C)C(=O)C2CCCO2)c(=O)[nH]c1=O` (configuration not stated)?
OX1R antag: 8; STK33 kinase inh: 0.0

Results for COC(=O)C1CSC2c3ccccc3C(=O)N12 (configuration not stated) ?
OX1R antag: 7; STK33 kinase inh: 0.4

How did CC(C)(C)N1C(=O)[C@H]2[C@@H](c3ccc(Br)cc3)N3C(=O)N(c4cccc(Cl)c4)C(=O)[C@@]3(C)[C@H]2C1=O do in these assays?
OX1R antag: 5; STK33 kinase inh: -0.3

Results for Cc1cc(=O)oc2cc(OC(=O)c3ccccc3)ccc12 ?
OX1R antag: 10; STK33 kinase inh: 0.9

Results for O=C(CCl)Nc1ccccc1Sc1ccc(Cl)cc1 ?
OX1R antag: 15; STK33 kinase inh: 1.5

Results for O=C(COc1ccc(F)cc1)c1c(O)cc(O)cc1O ?
OX1R antag: 9; STK33 kinase inh: 6.2

How did COC(=O)c1ccc(NC(=S)NCCc2ccccc2)cc1 do in these assays?
OX1R antag: 14; STK33 kinase inh: 1.4

Results for O=C(O)c1cccc(NS(=O)(=O)c2cc(S(=O)(=O)c3ccc(Cl)cc3)ccc2Cl)c1 ?
OX1R antag: 4; STK33 kinase inh: -0.9

Results for Cc1ccc(C2=NOC(=O)/C2=C\c2ccccc2)cc1 ?
OX1R antag: 2; STK33 kinase inh: 0.5

Results for O=C(CCSc1ccc(Cl)c(Cl)c1)NC12CC3CC(CC(C3)C1)C2 ?
OX1R antag: 5; STK33 kinase inh: 2.4

What do the screens show for `NC(=O)COc1ccc(/C=N/NS(=O)(=O)c2ccccc2)cc1`?
OX1R antag: 13; STK33 kinase inh: -1.3

Results for CC(C)OCCCNC(=O)CCN1C(=O)COc2ccccc21 ?
OX1R antag: 9; STK33 kinase inh: -0.6

How did CCOC(=O)c1c(-c2ccc(C)cc2)csc1NC(=O)C1CCCO1 (configuration not stated) do in these assays?
OX1R antag: 33

Results for CN(CC(=O)Nc1ccc(F)c(F)c1F)C(=O)c1ccc(-n2cncn2)cc1 ?
OX1R antag: 2; STK33 kinase inh: 0.4

Results for CC(C)[C@H](NC(=O)NC1CCCc2ccccc21)C(=O)O (some centres not stated) ?
OX1R antag: 8; STK33 kinase inh: -0.1

Results for O=C(COc1ccc(/C=N/NC(=O)c2cc3ccccc3o2)cc1Cl)Nc1ccccc1 ?
OX1R antag: 15; STK33 kinase inh: -1.0

Results for COc1ccc(CNC(=O)CN(C(=O)c2csnn2)c2cccc3c2CCCC3)cc1 ?
OX1R antag: 17; STK33 kinase inh: -1.5

What do the screens show for `COc1cc(/C=C/c2[nH]c(=O)[nH]c(=O)c2[N+](=O)[O-])cc([N+](=O)[O-])c1O`?
OX1R antag: 63*; STK33 kinase inh: -2.0

Results for CCOc1ccccc1-c1nc(-c2ccc(C)nc2OC)no1 ?
OX1R antag: 34; STK33 kinase inh: 0.7

How did CCOc1ncccc1C(=O)NNC(=O)c1ccc(NS(=O)(=O)c2cccs2)cc1 do in these assays?
OX1R antag: 9; STK33 kinase inh: 3.4

Taken from the listing (two entries):
Results for CCOc1ccccc1-c1nc(-c2ccc(C)nc2OC)no1 ?
OX1R antag: 34; STK33 kinase inh: 0.7

How did CCOc1ncccc1C(=O)NNC(=O)c1ccc(NS(=O)(=O)c2cccs2)cc1 do in these assays?
OX1R antag: 9; STK33 kinase inh: 3.4

(continued)
Results for COc1ccccc1OCC(O)Cn1nc(C)cc1C (configuration not stated) ?
OX1R antag: 12; STK33 kinase inh: -5.3

How did O=C(NNC(=O)c1ccc[nH]1)c1cc(Cl)cc(Cl)c1 do in these assays?
OX1R antag: 17; STK33 kinase inh: 0.2

What do the screens show for `Cc1ccc2c(c1)c1c(n2CC(O)CNC2CCCC2)CCCC1` (configuration not stated)?
OX1R antag: 3; STK33 kinase inh: -1.2

How did O=C(CCCN1CCC(O)(c2ccc(Cl)cc2)CC1)c1ccc(F)cc1 do in these assays?
OX1R antag: 8&16; STK33 kinase inh: -1.5&-0.4

How did COc1ccccc1-n1cnnc1SCC(=O)Nc1ncc(Cl)cc1Cl do in these assays?
OX1R antag: 16; STK33 kinase inh: -1.1

How did CCOC(=O)c1c(N)nn(C(C)=O)c1-c1ccccc1 do in these assays?
OX1R antag: 7; STK33 kinase inh: -0.2

Results for C=CCN(c1ccccc1)S(=O)(=O)c1ccc(Cl)c(C(=O)OCC(=O)c2[nH]c(C)c(C(C)=O)c2C)c1 ?
OX1R antag: 33; STK33 kinase inh: -0.4

How did C=CCn1c(SCCN2CCOCC2)nc2c1c(=O)[nH]c(=O)n2C do in these assays?
OX1R antag: 15; STK33 kinase inh: 0.1

How did Cc1nc2c(-c3ccc(F)cc3)cnn2c2c1CCC2 do in these assays?
OX1R antag: 54*; STK33 kinase inh: -0.7

What do the screens show for `COc1ccc(-c2cn3cccnc3n2)cc1NC(=O)C1CC1`?
OX1R antag: 15; STK33 kinase inh: 0.5

What do the screens show for `CCOc1ccc(NC(C)=O)cc1N`?
OX1R antag: 9; STK33 kinase inh: -2.3

How did CSc1ccccc1C(=O)NCCSC(C)(C)C do in these assays?
OX1R antag: 8; STK33 kinase inh: -1.3

What do the screens show for `CCC(C)Oc1nc2ccccc2nc1NS(=O)(=O)c1ccccc1` (configuration not stated)?
OX1R antag: 17; STK33 kinase inh: -0.5

What do the screens show for `Cc1nc(-c2ccccn2)sc1C(=O)Nc1ccc(F)cc1F`?
OX1R antag: 8; STK33 kinase inh: 0.5

What do the screens show for `CCOC(=O)c1cc2c(=O)n3ccccc3nc2n(CC2CCCO2)c1=NC(C)=O` (configuration not stated)?
OX1R antag: 108*; STK33 kinase inh: -0.3

The list goes on; the last 4 above are carried over.
How did CSc1ccccc1C(=O)NCCSC(C)(C)C do in these assays?
OX1R antag: 8; STK33 kinase inh: -1.3

What do the screens show for `CCC(C)Oc1nc2ccccc2nc1NS(=O)(=O)c1ccccc1` (configuration not stated)?
OX1R antag: 17; STK33 kinase inh: -0.5

What do the screens show for `Cc1nc(-c2ccccn2)sc1C(=O)Nc1ccc(F)cc1F`?
OX1R antag: 8; STK33 kinase inh: 0.5

What do the screens show for `CCOC(=O)c1cc2c(=O)n3ccccc3nc2n(CC2CCCO2)c1=NC(C)=O` (configuration not stated)?
OX1R antag: 108*; STK33 kinase inh: -0.3

Results for O=C(NCC1CC1)Nc1ccc(Cl)cc1 ?
OX1R antag: 12; STK33 kinase inh: 0.3

What do the screens show for `O=C(COC(=O)C1COc2ccccc2O1)Nc1ccc(Cl)cc1` (configuration not stated)?
OX1R antag: -1; STK33 kinase inh: -1.2

Results for CCOc1cc(C(=O)OCC(=O)c2c(N)n(C)c(=O)n(C)c2=O)cc(OCC)c1OCC ?
OX1R antag: 9

Results for C1CCCC(N2CCNCC2)CC1 ?
OX1R antag: 16; STK33 kinase inh: -1.2

What do the screens show for `CC1(C(=O)Oc2ccccc2)Cc2ccccc2C(=O)O1` (configuration not stated)?
OX1R antag: 2; STK33 kinase inh: -0.5

Results for CCOc1ccc(CN2CCN(C(=O)c3cccc(F)c3)CC2)cc1 ?
OX1R antag: 29; STK33 kinase inh: -1.4

How did CCc1nn(CCCC(=O)N2CCN(c3cccc(C)c3C)CC2)c(=O)c2cc3occc3n12 do in these assays?
OX1R antag: 2; STK33 kinase inh: 0.1

Random draw from the library (roughly 1.8% active in at least one column).
